# Screening results (PubChem BioAssay)
# AID2073: inhibitors of Mint1-CaV2.2 protein interaction, biochemical, HTRF (AID 2073). Voltage-dependent N-type calcium channel subunit alpha-1B (Homo sapiens). HTRF protein-protein interaction, Mint1-CaV2.2; higher % means a stronger effect. inhibition, % at 20 µM; hits with a dose series show IC50 in µM. hit rate 0.19% among 290,000; in the data active = inhibition mostly above about 51%, no sharp cut-off; also: some results filed as inactive read as strong as hits
# CSM14.1 death rescue: rescue of cells from ER stress-induced death, primary screen, 384-well, CSM14.1, thapsigargin, ATP luminescence (AID 1222) | CSM14.1 thapsigargin-induced death rescue, ATP luminescence; higher % means a stronger effect | one-dose cellular ATP content (survival), % at 20 µM; EC50 in µM for titrated hits | 190,000 tested, under 10 active;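 active = EC50 below 50 µM in the dose-response confirmation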;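 also: death triggered by thapsigargin at about 15 µM added after 2 h compound pretreatment; cell ATP read after overnight thapsigargin exposure of roughly 18 to 22 hours; normalized against plate controls of thapsigargin alone and 5% DMSO vehicle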
# Lipid droplet: inhibitors of hepatocyte lipid droplet formation, primary screen, imaging, high-throughput imaging, BODIPY stain; hit rate 0.4% among 240,000; AID 1656, 2009; inhibition, % at 6.5 µM; AML12 mouse hepatocytes, oleate lipid droplets;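 active = lipid droplet intensity inhibited by at least 50%, with more than 500 cells counted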
#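 Material: mouse AML12 hepatocyte cell line, fixed after treatment; Timing: compound with oleate, overnight; Technique: high-content imaging of BODIPY-stained droplets and DAPI nuclei; Probe or stimulus: oleate, 100 µM final; Dosing: compound at 6.5 µM only.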
# NOD2 inhibition: NOD2 signaling inhibitors, cell-based, luminescence, uHTS, HEK293 (AID 1566); HEK293 NOD2/NF-kB luciferase reporter, luminescence; higher % means a stronger effect; inhibition, % at 4 µM, or EC50 in µM where a hit was titrated; hit rate 0.63% among 290,000; also: many of its hits are not listed in these tables
# SIAH1 antagonists: Siah-1 peptide-binding antagonists, primary screen, biochemical, fluorescence polarization, rhodamine-plectin, uHTS (AID 1817). E3 ubiquitin-protein ligase SIAH1 (Homo sapiens). Siah-1 / rhodamine-plectin peptide fluorescence polarization; higher % means a stronger effect. one-dose displacement, % at 20 µM; IC50 in µM for titrated hits. hit rate 0.02% among 290,000;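 active = displacement of at least 50% at 20 µM, with a fluorescence ratio check between 0.3 and a set limit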;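 also: plate controls were Siah plus tracer with DMSO for no effect and tracer alone without Siah for full effect; strong numbers were not always called active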
# P. falciparum M1AAP: P. falciparum M1AAP inhibitors, biochemical, fluorogenic H-Leu-NHMec substrate, 1536-well (AID 1445) | hit rate 0.42% among 220,000 | inhibition, % at 30 µM, or IC50 in µM where a hit was titrated | recombinant M1AAP, H-Leu-NHMec fluorogenic kinetic assay; higher % means a stronger effect | Aminopeptidase N (Plasmodium falciparum (isolate 3D7));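 active = primary inhibition above the hit cutoff, then over 50% inhibition at one or more dose response concentrations, cut at about 23% in these data, passing the limit was not always enough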;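 also: plate controls were DMSO full reaction for no effect and no enzyme background for full effect; strong numbers were not always called active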
# XIAP displacement: XIAP antagonists, biochemical, IAP family, fluorescence polarization (AID 1018); E3 ubiquitin-protein ligase XIAP (Homo sapiens); hit rate 0.007% among 200,000; XIAP BIR domain, fluorescence polarization peptide displacement; higher % means a stronger effect; displacement, % at 20 µM, or IC50 in µM where a hit was titrated; in the data active = displacement above about 50%; also: a part of the inactive calls stands beside numbers as strong as those of hits
# P. falciparum M17LAP: P. falciparum M17LAP inhibitors, primary screen, biochemical, fluorogenic H-Leu-NHMec substrate, 1536-well (AID 1619); inhibition, % at 30 µM; hits with a dose series show IC50 in µM; Leucine aminopeptidase (Plasmodium falciparum (isolate 3D7)); hit rate 0.38% among 220,000; recombinant M17LAP, H-Leu-NHMec fluorogenic kinetic assay; higher % means a stronger effect;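 active = compound inhibiting the enzyme by more than half at any dose during confirmatory dose-response retesting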;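 also: plate controls were full reaction with DMSO carrier for no effect and no enzyme background for full effect; strong numbers were not always called active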
# LYP phosphatase: inhibitors of LYP phosphatase, biochemical, fluorescence intensity, uHTS (AID 1779). recombinant LYP phosphatase, fluorescence intensity; higher % means a stronger effect. hit rate 0.054% among 290,000. Tyrosine-protein phosphatase non-receptor type 22 (Homo sapiens). one-dose inhibition, % at 11.5 µM; IC50 in µM for titrated hits;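 also: plate controls were vehicle with enzyme for no effect and no enzyme for full effect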
# Lipid droplet cells 6.5 µM: further read-out of Lipid droplet, marked with its call; cell count; measured here: cell count, cytotoxicity flag;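 cells counted across two imaged fields per well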
# * = called active by the depositor; x = no result given. Rule as the data show it, unless noted: active = inhibition above about 50%; inactive = the rest.
nr	Structure	AID2073	CSM14.1 death rescue	Lipid droplet	Lipid droplet cells 6.5 µM	NOD2 inhibition	SIAH1 antagonists	P. falciparum M1AAP	XIAP displacement	P. falciparum M17LAP	LYP phosphatase
1	CC(C)(C)c1cnnn1-c1ccc([N+](=O)[O-])cc1	20%	-0.2%	-6	692	8%	11%	8%	-3.4%	-1%	-4%
2	Cc1csc(NC(=S)NC(=O)c2ccccc2)n1	9%	x	10	732	-42%	0%	x	x	x	-3%
3	O=C(Nc1nnc(SCc2ccc(F)cc2)s1)c1cccnc1Cl	19%	0.4%	-1	621	-12%	5%	5%	-9.3%	10%	0%
4	Cc1ccc(C)c(NC(=O)CSc2sc3c(O)cc(=O)[nH]c3c2C#N)c1	37%	x	3	839	0%	-4%	x	x	x	-7%
5	Cc1ccccc1C(=O)NC(CC(C)C)C(=O)Nc1ccc(S(N)(=O)=O)cc1 (stereo unspecified)	6%	0.2%	14	684	11%	4%	1%	-0.9%	7%	-10%
6	O=C(COC(=O)c1cccc(Cl)c1)NCCN1C(=O)CSC1=O	-1%	11%	6	701	1%	7%	4%	-3.8%	3%	-12%
7	N#Cc1cc([N+](=O)[O-])ccc1NC(=O)COC(=O)C12CC3CC(CC(C3)C1)C2	-5%	-3.2%	-2	636	8%	0%	5%	-12%	3%	-5%
8	Cc1nn(C(C)(C)C)c(OC(=O)c2cccs2)c1S(=O)(=O)c1ccccc1	-6%	x	-14	622	-83%	-3%	0%	0.8%	5%	0%
9	CCn1nnnc1SCC(=O)NC1Cc2ccccc2C1	-7%	x	1	646	8%	5%	-1%	x	1%	-6%
10	CCCc1nnc(-c2ccc(OC)cc2)o1	17%	2.1%	-1	648	-5%	-5%	3%	-1.5%	-4%	-7%
11	CC(C)Cn1c(SCc2nnc(-c3cccs3)o2)nc(O)cc1=O	7%	2.1%	x	x	10%	2%	11%	-1.3%	22%	-7%
12	O=C(CCc1nnc2ccc(NCc3ccco3)nn12)Nc1ccc(F)cc1F	13%	x	9	678	13%	-5%	x	x	x	-12%
13	CCn1cc(C(=O)N2CCN(C(=O)c3ccco3)CC2)c2cc(OC)c(OC)cc2c1=O	-8%	-3.1%	4	730	-1%	0%	10%	-4.4%	4%	-4%
14	N#Cc1nc(COc2ccc(Br)cc2)oc1NCCCn1ccnc1	-8%	-2.3%	14	654	17%	7%	2%	-6.1%	7%	0%
15	COc1ccc(NS(=O)(=O)c2ccc(OC)c(OC)c2)cc1OC	2%	1.2%	-13	672	11%	4%	3%	-0.4%	2%	0%
16	O=C(NCCc1ccccc1)c1cccnc1N1CCCCCC1	-3%	-0.8%	x	x	16%	-5%	-3%	4.0%	1%	-9%
17	Cc1cccc(NC(=O)Cn2c(/C=C/c3ccccc3)nc3ccccc32)c1	17%	-0.7%	-23	572	-82%	2%	3%	-8.1%	7%	-6%
18	O=C(Nc1ccccc1Cl)c1cc[n+]([O-])cc1	47%	x	-1	812	-7%	-2%	x	x	x	-11%
19	CCOCc1nnc(NC(=O)CSc2ccccc2)s1	4%	-2.1%	4	735	6%	0%	8%	-2.4%	11%	-5%
20	O=C1C=C(Nc2cccc(O)c2)CC(c2ccco2)C1 (stereo unspecified)	1%	0.9%	13	734	12%	2%	-3%	-0.9%	6%	-9%
21	Cn1cc(CN2CCCCC2c2ccccn2)c(-c2ccc3c(c2)OCCO3)n1 (stereo unspecified)	2%	0.7%	-19	723	2%	12%	-3%	-0.6%	-6%	8%
22	CCOC(=O)C1CCN(c2c(NCc3ccc(C(=O)Nc4ccc(C)cc4)cc3)c(=O)c2=O)CC1	20%	x	-16	689	4%	0%	-2%	x	-6%	0%
23	C=CCOc1ccc(/C=C/C(=O)Nc2ccc(C(=O)NC)cc2)cc1	29%	-3.7%	-9	709	-12%	6%	7%	-4.4%	-6%	-5%
24	O=C(CN1CCN(S(=O)(=O)c2ccccc2[N+](=O)[O-])CC1)NC(=O)NCc1ccco1	36%	-0.8%	-16	686	6%	32%	3%	-4.1%	2%	0%
25	Cc1cc(F)ccc1NC(=O)Nc1ccc2c(c1)OCO2	-9%	x	-2	673	-11%	2%	x	x	x	-2%
26	O=C(CN(Cc1cccs1)C(=O)CSc1nnc(COc2ccccc2)o1)NC1CCCCC1	42%	1.7%	3	710	4%	-4%	1%	0.4%	11%	3%
27	CCC(C)S(=O)(=O)c1snnc1C (stereo unspecified)	3%	6.4%	3	788	14%	6%	-3%	-8.2%	-2%	-6%
28	CCOC(=O)C(C(=O)OCC)C(C)(C)/C(C)=N\Nc1ccc([N+](=O)[O-])cc1[N+](=O)[O-]	11%	1.2%	-23	478	-16%	0%	4%	-4.3%	-1%	9%
29	Cc1nn(-c2ccccc2)c(-c2ccccc2)c1C(=O)O	13%	3.9%	x	x	5%	1%	12%	-3.0%	10%	2%
30	O=C(/C=C/c1ccco1)NCc1ccc(F)cc1	42%	-0.7%	4	767	-3%	-7%	0%	-6.0%	0%	-6%
31	COc1ccc(C(=O)Nc2ccc(N3CCCC3)cc2)cc1Br	19%	x	16	824	-24%	-4%	x	x	x	-3%
32	Nn1c(SCC(=O)NC2CCCCC2)nnc1-c1ccc(Cl)cc1	-2%	-3.0%	1	777	8%	2%	16%	-4.9%	-7%	-5%
33	COc1ccc(N2CCN(C(C)C(=O)N3CC(C)OC(C)C3)CC2)cc1 (stereo unspecified)	7%	0.7%	-4	689	2%	0%	8%	-5.8%	-2%	-3%
34	O=C(/C=C/c1cccc([N+](=O)[O-])c1)NC1CC2CCC1C2 (stereo unspecified)	-2%	-6.4%	20	668	-5%	-1%	12%	-1.1%	-7%	0%
35	CCCCc1ccc(-c2ccc(C)cc2O)nc1	17%	-3.6%	x	x	-109%	0%	14%	-7.0%	-2%	0%
36	Cc1cc(C(=O)Nc2ccc(F)cc2F)on1	-12%	x	1	847	-11%	2%	x	x	x	-5%
37	O=S(=O)(c1ccc2oc(=S)[nH]c2c1)N1CCCCC1	-22%	x	-8	682	12%	3%	11%	x	0%	3%
38	O=C1C(=Cc2cccn2-c2ccccc2)C(=O)c2ccccc21	-5%	-5.2%	2	754	7%	-4%	11%	-6.0%	9%	-4%
39	CCCCNc1nc(N)ncc1[N+](=O)[O-]	9%	x	1	774	5%	-4%	-4%	x	5%	-8%
40	COC(=O)[C@H](CC(C)C)NC(=O)Nc1ccc(F)cc1	1%	x	4	707	-12%	3%	-4%	x	0%	-3%
41	CC(C)C(=O)Nc1ccc(NC(=O)c2cccnc2)cn1	-2%	-0.7%	x	x	9%	-1%	2%	-4.8%	7%	-6%
42	COc1ccccc1CNC(=O)CSCc1cnn(-c2ccccc2)c1-n1cccc1	-6%	1.2%	-3	773	17%	0%	6%	0.8%	1%	-7%
43	CCN(CC)CCN(C(=O)c1ccc2ccccc2c1)c1nc2cc3c(cc2s1)OCO3	15%	x	1	844	5%	-2%	x	x	x	-6%
44	Cc1cc(C(=O)N/N=C/c2ccc[nH]2)n[nH]1	12%	0.4%	1	557	4%	0%	0%	-7.0%	27%	-1%
45	O=C(C1CCN(S(=O)(=O)c2cnc[nH]2)CC1)N1CCN(Cc2ccc3c(c2)OCO3)CC1	5%	-2.3%	0	778	7%	-2%	1%	0.6%	-1%	-8%
46	COc1ccc(CCNC(=O)CSc2ccsc2[N+](=O)[O-])cc1OC	18%	0.7%	13	710	5%	12%	9%	-10%	5%	-4%
47	CCOC(=O)c1ccc(N=C2S/C(=C\c3cc(C)n(-c4cccnc4)c3C)C(=O)N2C)cc1	10%	4.2%	14	762	2%	-5%	6%	-6.5%	2%	-4%
48	COCCNC(=O)C1CCN(S(=O)(=O)c2c(C)noc2/C=C/c2cccs2)CC1	-3%	x	9	757	-7%	-1%	7%	x	10%	-5%
49	CCS(=O)(=O)n1nc(-c2ccccc2)cc1N	-2%	-0.2%	x	x	9%	-2%	-2%	-2.6%	-7%	0%
50	O=C1c2ccccc2C(=O)N1Cc1cc(Cl)c(O)c([N+](=O)[O-])c1	12%	x	-4	836	2%	-2%	x	x	x	-5%
51	Cc1cc(=O)oc2cc(OC(=O)c3cncc(Br)c3)ccc12	23%	3.3%	17	663	7%	-2%	3%	-3.4%	-97%	-16%
52	C=CCc1cc(/C=N/n2cnnc2)cc(OCC)c1O	3%	-0.5%	x	x	14%	2%	6%	-0.8%	21%	-7%
53	COC(=O)c1ccc(NC(=O)CSc2ccccn2)cc1	-6%	1.0%	6	841	-2%	-6%	5%	-2.9%	2%	-8%
54	Clc1ccc(SCCOCCN2CCCCC2)cc1	-4%	-1.9%	-11	549	4%	0%	-5%	-2.2%	7%	-8%
55	CC(C)c1c(C(=O)N/N=C/c2cccc3ccccc23)nnn1-c1nonc1N	4%	x	-1	667	14%	0%	x	x	x	2%
56	Nn1c(SCC(=O)Nc2cccc(F)c2)nnc1C1CCCCC1	-2%	0.3%	x	x	18%	-2%	7%	-3.7%	-2%	-8%
57	CCOc1ccc(-c2nn(-c3ccccc3)cc2/C=C2\SC(=S)N(Cc3ccco3)C2=O)cc1	20%	0.2%	1	667	15%	18%	15%	-6.1%	5%	1%
58	Cc1cc(Cl)ccc1NC(=S)NCCc1ccc(Cl)cc1	-6%	x	-17	849	-7%	-4%	x	x	x	-5%
59	Cc1cc(OCC(=O)N2CCC(C(=O)O)CC2)c2c(C)c(C)c(=O)oc2c1	38%	x	x	x	0%	-4%	x	x	x	-14%
60	Clc1ccc(-c2ccc(/C=N/Nc3nncc(-c4ccccc4)n3)o2)cc1	-5%	-5.3%	8	806	-6%	-5%	8%	-10%	13%	-1%

# Other records follow.
nr	Structure	AID2073	CSM14.1 death rescue	Lipid droplet	Lipid droplet cells 6.5 µM	NOD2 inhibition	SIAH1 antagonists	P. falciparum M1AAP	XIAP displacement	P. falciparum M17LAP	LYP phosphatase
61	CCc1ccccc1N(CC(=O)N1CCCCCC1)S(C)(=O)=O	-6%	x	4	809	7%	12%	x	x	x	-9%
62	Cc1ccc(NS(=O)(=O)c2ccccc2Cl)c2c1CC(C)(C)O2	5%	-1.8%	x	x	14%	3%	-1%	-1.8%	12%	-4%
63	CC(C)(C)C(=O)Nc1ccccc1C(=O)NCCCn1ccnc1	2%	-0.6%	27	694	12%	2%	11%	-8.0%	12%	-8%
64	COC(=O)c1cccc(NC(=O)c2ccc(OC)c(Cl)c2)c1	4%	-1.4%	0	662	-80%	0%	-1%	-6.5%	1%	-4%

# Some of the compounds tested; the hit share may differ from the screen's.
